iPSC survival up: increases survival of single human iPS cells; AID 602274; 360,000 compounds, 0.044% hits; hiPSC single-cell survival, ATPlite luminescence; 100% = ROCK inhibitor wells, 0% = DMSO; survival enhancement, % at 20 µM; in the data active = survival enhancement above about 18%;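 also: cells exposed to compounds for 16 hours before the ATP read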
Shn3 3UTR inh: Schnurri-3 reporter inhibition in Clone20 osteoblasts. Clone20 osteoblast Shn3 3'UTR firefly luciferase, 24 h. inhibition, % at 12.5 µM. 360,000 compounds, 0.52% hits;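 active = mean inhibition of at least 75% with every replicate also reaching 75%; inconclusive = mean inhibition at least 75% but some replicate below; inactive = mean inhibition below 75%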;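 also: 0% = median of neutral control wells and 100% = pilot-screen positive control compound; some compounds past the cut are filed as inactive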
KKLEB cytotox: reduces viability of KKLEB cystic fibrosis airway cells; AID 602141; 360,000 compounds, 0.36% hits; activity change (cytotoxicity), % at 5 µM; KKLEB CF airway cells viability, ATPlite luminescence, overnight; hits give low values; cells stimulated with P. aeruginosa culture filtrate;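 active = corrected activity change at or below -50% at 5 µM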
EBV LMP1 NFkB: reduces LMP1-driven NF-kappaB luciferase signal. inhibition, % at 12.5 µM. 350,000 compounds, 0.69% hits. LMP1-induced NF-kappaB luciferase reporter cells, luminescence. AID 504558; in the data active = inhibition above about 41%; inconclusive = no clear call, values can overlap the other calls;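 also: 0% = neutral control wells and 100% = reference inhibitor control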
NR2E3 ag-1: NR2E3 (human) agonism; GST-NR2E3/biotin-RetCOR TR-FRET, 1536-well; inhibition of corepressor binding, % at 4.78 µM; 320,000 compounds, 0.12% hits; AID 2300;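 active = percent inhibition above the cutoff of mean plus 3 SD of all tested compounds, set per screening campaign, cut at about 20% in these data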;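 also: 0% = DMSO wells and 100% = biotin wells as full block of FRET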
Target sequence (Q9Y5X4 whole entry, looked up): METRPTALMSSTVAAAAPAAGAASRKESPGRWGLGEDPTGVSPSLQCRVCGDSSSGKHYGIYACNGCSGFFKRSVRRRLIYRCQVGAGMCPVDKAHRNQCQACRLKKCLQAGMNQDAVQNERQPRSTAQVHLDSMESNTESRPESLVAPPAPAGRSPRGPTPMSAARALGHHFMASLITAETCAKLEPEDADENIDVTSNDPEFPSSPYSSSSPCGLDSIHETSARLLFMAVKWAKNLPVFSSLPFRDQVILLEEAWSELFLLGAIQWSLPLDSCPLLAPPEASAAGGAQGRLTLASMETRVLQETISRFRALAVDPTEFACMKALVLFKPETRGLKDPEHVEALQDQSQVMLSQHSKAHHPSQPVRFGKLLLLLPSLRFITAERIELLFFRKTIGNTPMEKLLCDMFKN
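System: GST-NR2E3 and biotin-RetCOR proteins; probe or stimulus: 7 nM biotin-RetCOR; doses: compound at 4.8 µM, single dose; schedule: Compound–protein incubation for 5 h at 4 °C; detection: time-resolved FRET; read-out: percent inhibition; controls: biotin wells as high control, 0.6% DMSO wells as low control; format: 1536-well plates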
Peg3 prom inh: Peg3 promoter activity inhibition. AID 588405. inhibition, % at 20 µM. 360,000 compounds, 1.7% hits. HeLa PEG-Prom luciferase reporter, luminescence, overnight;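 active = inhibition of at least 50% at 20 µM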
HIF-2a block: inhibitors of HIF-2a. 786-0 RCC cells HIF-2a reporter, luciferase luminescence, overnight. inhibition, % at 18.8 µM. 360,000 compounds, 0.72% hits;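 active = inhibition of the luminescence signal of 40% or more relative to plate controls, in a single-dose primary screen at 18.75 µM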
C8 TRAIL sens: sensitizes caspase-8 expressing cells to TRAIL. NB7+C8 cells + TRAIL, ATPlite viability luminescence. 360,000 compounds, 1% hits. AID 624354. inhibition (viability loss, TRAIL sensitization), % at 10 µM;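 active = compounds causing at least 50% loss of cell viability in the single-dose screen, relative to plate controls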
NR2E3 ag-2: activates human NR2E3 receptor | Q9Y5X4 | CHO-S Gal4-NCOR/VP16-NR2E3 two-hybrid, luciferase | 360,000 compounds, 0.35% hits | inhibition of corepressor binding, % at 3.98 µM | AID 602229;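 active = inhibition above the mean of all tested compounds plus 3 SD, cut at about 70% in these data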;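 also: 0% = DMSO with NR2E3 transfected cells and 100% = cells lacking NR2E3 construct; higher means lower luciferase signal from less NR2E3 corepressor binding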
CF NFkB inh: inhibitors of cystic fibrosis induced NF-kB; inhibition, % at 5 µM; 360,000 compounds, 0.86% hits; KKLEB NF-kB-GFP reporter, PAF-induced, GFP fluorescence overnight;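 active = at least 50% inhibition at 5 µM, scaled per plate between neutral and stimulator controls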;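 also: PAF is a Pseudomonas aeruginosa culture filtrate used as stimulus; plate controls were PAF-stimulated DMSO wells for no effect and unstimulated DMSO wells for full effect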
MITF TRPM1 inh: inhibitors of MITF-driven TRPM1 promoter in melanoma cells | inhibition, % at 12.5 µM | AID 488899 | 330,000 compounds, 0.83% hits | SK-MEL-5 TRPM1 promoter luciferase, 24 h;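 active = mean inhibition across replicates of 60% or more, whatever share of single replicates reaches that level; inconclusive = some that reach 60%, reason not given; inactive = mean inhibition across replicates below 60%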; also: values of inactives mirror those of a sister screen read the other way
An asterisk follows results filed as active; ? = inconclusive; . = not tested or not shown. An excerpt, so the mix of outcomes need not match the whole.

SMILES	iPSC survival up	Shn3 3UTR inh	KKLEB cytotox	EBV LMP1 NFkB	NR2E3 ag-1	Peg3 prom inh	HIF-2a block	C8 TRAIL sens	NR2E3 ag-2	CF NFkB inh	MITF TRPM1 inh
Nc1ccc(CNc2ncn[nH]2)cc1	0.3	-7.3	5.1	-0.2	-3.6	-1.8	6.3	-6.1	-15.7	-17.6	-2.7
CCNC(=O)c1cnn(-c2ccccc2)c1-c1ccccc1	-0.1	15.5	5.1	-14.2	-1.3	-4.4	3.9	3.4	-9.8	2.2	-1.6
O=C1COc2ccc(C(=O)c3ccccc3C(=O)O)cc2N1	-0.3	-5.6	-3.7	5.6	-4.9	9.4	12.8	3.1	-11.7	-15.6	-14.0
CCCOc1ccc(C(=O)OCCN2CCCCC2)c(O)c1	-0.8	-4.2	-2.3	0.3	1.1	-23.9	-58.1	-30.8	2.7	20.3	-16.7
O=C(O)CN1C(=O)/C(=C\c2cc(Br)ccc2OCc2ccc(Cl)cc2)SC1=S	-0.2	-15.7	8.4	-9.2	.	-54.2	-30.4	-6.4	-30.8	6.5	-5.0
CCCOc1ccc(-c2nc3c(c(=O)[nH]c(=O)n3Cc3ccccc3)n2CCO)cc1OCC	-0.6	-6.4	-9.4	-0.2	2.0	27.1	9.8	-10.5	3.8	9.7	-3.4
Cc1cccc(-n2nc3c(c2NC(=O)c2ccco2)CS(=O)(=O)C3)c1C	0.7	-10.8	12.3	-1.7	2.4	-4.0	14.4	21.5	-8.7	0.6	-5.7
Cc1ccc(C(=O)N/N=C/c2ccoc2)cc1C	-0.5	-40.5	6.7	-5.0	3.8	-67.6	-76.8	-7.5	-30.0	-18.7	-22.7
CCOC(=O)C1CCN(C(=O)CSC2=NCCS2)CC1	1.3	-9.0	-13.8	6.7	2.5	-4.9	-20.0	-17.9	5.7	8.7	-8.0
CCCCc1ccc(NC(=O)CN2C(=O)NC(Cc3ccccc3)C2=O)cc1 (configuration not stated)	-0.4	-1.3	-11.1	-13.2	.	-3.3	-22.5	-1.7	-18.7	18.0	-15.4
CC(=O)c1ccc(NC(=O)CCc2ccc(C)o2)cc1	-0.1	6.1	-7.3	-4.4	-1.4	-45.8	-65.1	-2.7	-26.0	-16.5	-18.0
O=C(Nc1ccc(Cl)c(Cl)c1)C1=Cc2ccccc2OC1	-1.3	-63.3	-16.3	-35.7	4.2	-24.4	-405.4	-2.9	-3.6	11.5	-68.7
COCOc1ccc(/C=C/C(=O)c2c(OCOC)cc(OCOC)c(CC=C(C)C)c2O)cc1OCOC	-2.8	10.6	-2.6	.	0.9	28.6	15.7	-0.7	-3.5	26.1	.
COc1ccc(S(=O)(=O)N2CCCCC2)cc1NS(=O)(=O)c1ccc(CNC(C)=O)cc1	-0.6	-11.6	5.4	-6.1	.	0.6	2.1	-0.3	-4.8	-22.9	0.1
O=C(O)CC(NC(=O)C(c1ccccc1)c1ccccc1)c1ccc(F)cc1 (configuration not stated)	0.3	1.1	6.6	-4.0	-3.5	4.9	17.6	3.2	-13.1	-5.6	2.4

As entered above.
Cc1ccc(C(=O)N/N=C/c2ccoc2)cc1C | CF NFkB inh: -18.7
CCCOc1ccc(C(=O)OCCN2CCCCC2)c(O)c1 | NR2E3 ag-1: 1.1
CCCCc1ccc(NC(=O)CN2C(=O)NC(Cc3ccccc3)C2=O)cc1 (configuration not stated) | HIF-2a block: -22.5
O=C1COc2ccc(C(=O)c3ccccc3C(=O)O)cc2N1 | MITF TRPM1 inh: -14.0

Next results
SMILES	iPSC survival up	Shn3 3UTR inh	KKLEB cytotox	EBV LMP1 NFkB	NR2E3 ag-1	Peg3 prom inh	HIF-2a block	C8 TRAIL sens	NR2E3 ag-2	CF NFkB inh	MITF TRPM1 inh
COc1ccc(OCC(=O)c2c(O)c3ccccc3oc2=O)cc1	1.8	-3.5	-4.2	-0.9	1.3	-37.9	-120.0	2.1	-64.0	2.7	7.6
CC(=O)N1CCCc2cc(S(=O)(=O)N3CCCC(C(=O)NCc4ccc(C)cc4)C3)ccc21 (configuration not stated)	0.0	1.3	2.9	11.7	0.6	7.8	13.0	6.1	38.3	-11.5	2.8
CC(=O)N1c2ccc(S(=O)(=O)N3CCC(C(=O)N4CCN(c5ccc(Cl)cc5)CC4)CC3)cc2CC1C (configuration not stated)	-0.3	72.8	8.0	?	2.1	18.4	7.2	-5.2	64.8	-3.4	9.1
Cc1cc(N/N=C/c2ccc(O)cc2O)nc(N2CCOCC2)n1	-0.8	0.3	-3.4	-13.3	1.3	-51.3	-48.2	-8.0	-16.1	18.6	-22.7
CC(=O)c1ccc(NC(=O)Nc2ccc(Cl)cc2)cc1	1.3	-47.8	24.0	-29.0	4.9	-262.3	-240.9	8.7	-147.0	-13.6	-125.1
CCOc1ccc(NC(=O)CN(C)C(=O)c2cn(-c3ccc(F)cc3)nc2-c2cccc(OC)c2)cc1OCC	-0.3	6.7	5.6	4.6	1.6	22.4	-10.1	28.3	13.4	-17.2	1.3
CCC(=O)N1C(C(=O)N2CCCC2)CSC1c1ccc(OC)cc1 (configuration not stated)	-1.2	-8.0	-6.5	-3.0	4.3	-2.7	12.8	-5.0	-23.6	10.0	3.7
COc1cccc(/C=C2\SC(=S)NC2=O)c1OS(=O)(=O)c1ccc(NC(C)=O)cc1	-1.4	-9.4	0.0	4.2	4.0	13.2	15.6	-2.3	-11.5	16.8	10.3
CCn1c(CNC(=O)c2cccs2)nnc1SCC(=O)NCCc1ccccc1	0.2	-13.4	8.6	-9.5	.	4.2	-4.3	0.7	-7.3	7.4	-6.0
Cn1c(=O)c2c(nc(NCCNC(=O)c3ccco3)n2Cc2ccc(F)cc2)n(C)c1=O	0.7	9.8	-8.9	-4.3	3.6	-7.3	7.6	0.0	-2.7	7.6	13.0
CCOC(=O)c1sc(-c2ccc(Br)cc2)cc1N	-1.6	-109.5	14.2	-42.9	3.3	-318.3	-451.6	-2.4	-111.5	-12.4	-109.8
Cc1ccc(NS(=O)(=O)c2ccc(NC(=O)c3cccs3)cc2)c(C)c1	0.7	18.3	1.5	11.4	-0.4	13.1	16.1	-7.2	3.1	-5.9	8.3
O=C1c2ccccc2C(=O)c2cc(S(=O)(=O)Nc3ccccc3)ccc21	-0.7	21.0	-10.2	-2.1	4.8	21.0	25.2	1.7	35.5	24.3	32.7
O=C(O)CN1C(=O)SC(Nc2ccc(C(=O)O)cc2)C1=O (configuration not stated)	2.2	4.2	11.1	-1.1	1.0	5.7	6.7	-18.7	-1.1	-16.8	12.1
COc1ccccc1/C=N/n1c(C)nnc1-n1nc(C)cc1C	2.6	-7.1	-0.9	2.1	4.6	0.9	14.3	-6.8	-8.2	-1.2	1.1
Cc1ccc(N(C(=O)c2csnn2)C(C(=O)NC(C)(C)C)c2ccccn2)cc1 (configuration not stated)	-0.2	16.6	-2.7	6.1	0.6	12.7	-3.0	-14.2	-10.9	2.4	17.4
COc1ccc(Cl)cc1NC(=S)N1CCN(S(C)(=O)=O)CC1	0.3	-38.6	-12.5	-0.5	4.3	24.9	3.2	0.5	10.8	16.3	-20.8
O=C(O)c1ccccc1OCCOCCOc1ccccc1C(=O)O	2.1	-12.2	-6.5	-1.5	-1.4	29.2	10.0	-8.9	-3.7	6.1	-5.1
COc1ccccc1C(=O)C1CCCN(C(=O)CSc2ccccn2)C1 (configuration not stated)	0.9	0.4	1.0	5.9	-2.2	7.8	5.4	-20.6	4.5	-11.0	5.0
O=C(COC(=O)c1ccc(NS(=O)(=O)c2cccs2)cc1O)Nc1ccc(F)cc1	-0.6	0.6	-13.7	-1.5	0.6	13.2	10.9	-8.3	22.0	-2.8	13.7
COc1cccc(OCc2nc(-c3cccc([N+](=O)[O-])c3)no2)c1	1.1	-0.2	6.4	-9.0	3.3	-38.5	-97.3	-3.3	-53.4	-9.1	-4.0
CC1CC(C)CN(C(=O)/C=C/c2ccc([N+](=O)[O-])s2)C1 (configuration not stated)	-0.7	6.9	-4.1	-96.0	.	15.7	13.9	1.1	-25.4	6.7	82.1*
Cc1ccc(C2=NN=C(NC(=O)CSc3nncn3C)SC2)cc1	-0.6	-3.3	1.0	0.6	-5.8	-49.0	-63.4	10.8	-9.7	-8.2	-10.7
Cc1cc(C)c(S(=O)(=O)N2CCOC23CCN(S(C)(=O)=O)CC3)c(C)c1	-2.5	3.6	-3.3	-1.5	.	0.5	9.5	-7.9	-11.2	-5.1	.
COC(=O)CCC(=O)OC1(C)C(=O)C=C2C=C(C3CC3)N(CCCCO)C=C2C1=O (configuration not stated)	-0.5	-5.1	7.7	-1.2	2.9	-9.7	7.9	-12.1	-40.5	10.8	9.4
COc1ccc(C(=O)CN2CCN(c3ncccn3)CC2)cc1	0.0	12.9	-7.9	-1.5	-4.4	-215.7	11.6	-11.0	-21.2	-3.4	3.3
C=CC[C@@H](CC(=O)N(CCO)Cc1ccccc1)C(=O)N[C@H](COC(=O)[C@@H](CC=C)Cc1ccc(F)cc1)Cc1ccccc1	-2.0	13.0	12.9	-4.1	.	45.3	2.4	11.0	15.7	-11.2	-2.7
CCn1c(SCC(=O)NC2CCCC2)nnc1C(C)NC(=O)c1ccccc1Br (configuration not stated)	-0.4	3.4	-4.4	0.5	1.1	7.3	10.3	0.0	5.6	2.3	3.1
Cc1ccc(S(=O)(=O)N2CCN(C(=O)CC(C)n3nc(C)c(Cl)c3C)CC2)cc1 (configuration not stated)	-0.3	-0.6	5.6	-5.8	-3.8	-2.5	11.7	-1.5	-11.9	-4.0	-0.6
COc1ccc(OC)c(-c2csc(NC(=O)C3=COCCO3)n2)c1	0.3	22.8	-3.1	-15.7	-1.2	-40.6	-82.0	-5.9	-18.3	11.5	-4.9
Cc1cccc(C(=O)NCC(=O)OCC(=O)c2ccc(Cl)s2)c1	-0.3	10.7	2.7	0.5	.	10.3	-5.8	15.2	15.0	3.2	0.7
Cc1ccc(NC(=O)C(=O)NCC2CCCN2S(=O)(=O)c2cccs2)cc1C (configuration not stated)	-0.3	5.6	-7.1	23.5	3.6	-32.0	-51.5	2.5	-2.9	20.0	-10.0
CC1CCc2cc(F)ccc2N1C(=O)c1ccncc1 (configuration not stated)	-1.8	20.7	3.4	-1.6	0.9	6.8	-0.8	4.8	7.8	-4.3	-5.9

One compound at a time, as listed above. Order of screens: iPSC survival up, Shn3 3UTR inh, KKLEB cytotox, EBV LMP1 NFkB, NR2E3 ag-1, Peg3 prom inh, HIF-2a block, C8 TRAIL sens, NR2E3 ag-2, CF NFkB inh, MITF TRPM1 inh
CC1CCc2cc(F)ccc2N1C(=O)c1ccncc1 (configuration not stated) is entered as -1.8, 20.7, 3.4, -1.6, 0.9, 6.8, -0.8, 4.8, 7.8, -4.3, -5.9
COc1ccc(Cl)cc1NC(=S)N1CCN(S(C)(=O)=O)CC1 is entered as 0.3, -38.6, -12.5, -0.5, 4.3, 24.9, 3.2, 0.5, 10.8, 16.3, -20.8

High-throughput results: PubChem, several laboratories
